Bioassay records: PubChem BioAssay, several laboratories
procasp3 activ – activates human procaspase-3. hit rate 0.11% among 330,000. activation, % at 8.5 µM. recombinant procaspase-3 D3A, Ac-DEVD-pNA absorbance 405 nm. AID 463141;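 active = activation above the mean of all tested compounds plus 3 SD, cut at about 21% in these data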;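 also: 0% = DMSO alone and 100% = DMSO wells spiked with extra 5 µM PC-3 D3A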
Target sequence (P42574 whole entry D9A/D28A/D175A): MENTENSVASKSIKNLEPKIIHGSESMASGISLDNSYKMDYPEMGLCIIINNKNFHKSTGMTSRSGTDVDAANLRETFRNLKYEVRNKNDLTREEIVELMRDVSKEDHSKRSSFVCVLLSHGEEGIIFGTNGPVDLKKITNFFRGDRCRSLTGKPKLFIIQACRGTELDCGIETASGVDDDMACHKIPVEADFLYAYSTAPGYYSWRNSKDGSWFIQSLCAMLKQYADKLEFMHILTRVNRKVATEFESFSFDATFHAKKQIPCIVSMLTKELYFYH
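Test system: Procaspase-3 D3A mutant, all three cleavage aspartates alanine | Dosing: Single dose, 8.5 µM nominal compound, 0.8% DMSO | Schedule: 1 h preincubation, 2 h reaction | Technique: 405 nm absorbance of p-nitroaniline, reads at 0 and 120 min | Repeats: One well per compound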
PP5 primary – inhibitors of human protein phosphatase 5 (PP5); hit rate 0.18% among 320,000; P53041; inhibition, % at 6.7 µM; purified PP5c, OMFP substrate fluorescence;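 active = inhibition above the campaign's mean inhibition across all tested compounds plus 3 SD, cut at about 9.5% in these data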;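 also: 0% = DMSO only and 100% = 100 µM cantharidin control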
Target sequence (P53041 whole entry, looked up): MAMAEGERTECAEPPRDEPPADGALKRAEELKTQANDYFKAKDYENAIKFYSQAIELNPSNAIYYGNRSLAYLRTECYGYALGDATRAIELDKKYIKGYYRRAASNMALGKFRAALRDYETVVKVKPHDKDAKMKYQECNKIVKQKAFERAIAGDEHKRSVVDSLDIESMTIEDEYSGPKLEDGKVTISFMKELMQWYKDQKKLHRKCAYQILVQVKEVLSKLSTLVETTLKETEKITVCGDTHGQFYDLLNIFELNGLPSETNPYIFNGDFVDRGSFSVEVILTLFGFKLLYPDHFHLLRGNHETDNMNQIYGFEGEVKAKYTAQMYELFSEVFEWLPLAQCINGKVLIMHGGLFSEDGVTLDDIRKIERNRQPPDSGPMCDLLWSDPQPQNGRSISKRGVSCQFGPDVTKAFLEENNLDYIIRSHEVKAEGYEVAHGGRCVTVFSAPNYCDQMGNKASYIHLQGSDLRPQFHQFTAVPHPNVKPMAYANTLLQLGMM
Efflux pump inh – antifungal efflux pump inhibition, Nile Red retention. AID 485275. inhibition, % at 10 µM. hit rate 0.44% among 330,000. S. cerevisiae Candida pump triplex;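 active = plate passing quality check with inhibition over a set limit, or well fluorescence over plate mean plus 4 SD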;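 also: Nile Red retained in pooled yeast measured as flow cytometry median fluorescence; 0% = buffer negative control and 100% = Enniatin B positive control; higher means more Nile Red kept so more efflux inhibition; some compounds called inactive have numbers as strong as hits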
procasp7 counter – counter-screen: procaspase-7 (human) activation. P55210. hit rate 0.093% among 330,000. recombinant procaspase-7, Ac-DEVD-pNA absorbance 405 nm; D23A/D198A/D206A triple mutant, cannot self-cleave; scale: DMSO 0, 5 µM enzyme 100. activation, % at 8.5 µM;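 active = percent activation above the screen-wide mean plus 3 SD, cut at about 25% in these data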
Target sequence (P55210 whole entry D23A/D198A/D206A): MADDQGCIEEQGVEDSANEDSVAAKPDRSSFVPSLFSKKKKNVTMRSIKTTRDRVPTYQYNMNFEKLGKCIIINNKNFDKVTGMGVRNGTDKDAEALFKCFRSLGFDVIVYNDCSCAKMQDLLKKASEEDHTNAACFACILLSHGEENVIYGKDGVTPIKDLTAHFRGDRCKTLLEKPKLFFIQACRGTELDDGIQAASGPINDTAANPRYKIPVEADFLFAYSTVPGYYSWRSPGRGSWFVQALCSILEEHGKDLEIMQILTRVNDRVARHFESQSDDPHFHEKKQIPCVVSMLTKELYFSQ
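Assay system: Uncleavable procaspase-7 mutant enzyme / Input: 2 µM procaspase-7 mutant as dispensed / Dosing: single nominal 8.5 µM compound dose, 0.8% DMSO final / Timing: 1 h enzyme–compound preincubation and 2 h substrate reaction, both 25 °C / Detection: p-Nitroaniline absorbance at 405 nm, read at 0 and 120 min / Replication: singlicate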
TPT1 inh – blocks Candida albicans tRNA 2'-phosphotransferase. recombinant caTPT1, FP RNA substrate dephosphorylation. inhibition, % at 5 µM. hit rate 0.81% among 300,000. AID 1962;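 active = inhibition above the mean of all tested compounds plus 3 SD, set per screening campaign, cut at about 24% in these data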;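 also: plate controls were DMSO alone for no effect and ferristatin control at 100 nM for full effect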
HCV core dimer – blocks dimerization of HCV core protein | hit rate 0.33% among 300,000 | inhibition, % at 5 µM | AID 1899 | TR-FRET GST/Flag-core106 dimerization, 1536-well;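 active = inhibition above the mean of all tested compounds plus 3 SD, set per screening campaign, cut at about 45% in these data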
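Material: Tagged HCV core106 pair (GST and Flag) | Amount: GST-core106 13.5 nM, Flag-core106 17 nM | Medium: KF-containing HEPES buffer, pH 7.45, DTT, CHAPS, BSA | Reagent: Eu donor and XL665 acceptor anti-tag antibodies | Schedule: 4 h at 22.5 °C | Technique: Time-resolved FRET, ex 340 nm, em 617 and 671 nm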
PP1 inh – PP1-alpha (human) inhibition in PP5 counter-screen; hit rate 0.9% among 320,000; purified PP1alpha, OMFP fluorescence; P62136; inhibition, % at 6.7 µM;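 active = inhibition above the mean inhibition of all tested compounds plus 3 SD, computed separately for each screening campaign, cut at about 15% in these data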
CTSL1 counter – cathepsin L1 inhibition, PFM18AAP counter-screen; inhibition, % at 5.96 µM; hit rate 0.49% among 300,000; AID 1906; recombinant F. hepatica cathepsin L1, Z-Leu-Arg-MCA fluorescence;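 active = inhibition above the mean of all tested compounds plus 3 SD, set per screening campaign, cut at about 17% in these data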;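 also: 0% = plate median of test compound wells and 100% = 1 µM Z-Phe-Ala-diazomethylketone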
JMJD2C inh – human JMJD2C demethylase inhibition | Q9H3R0 | GST-JMJD2C(1-420) H3K9me3 demethylation, DELFIA europium | inhibition, % at 2.35 µM | hit rate 0.069% among 330,000 | AID 2099;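 active = more than half of a compound's replicate wells show inhibition beyond 50%, single wells judged on their own value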;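 also: signal counts dimethyl H3K9 product captured on neutravidin plate; 0% = median of DMSO wells and 100% = 0.3 times that DMSO median; strong numbers were not always called active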
An asterisk follows results filed as active; i = inactive; nt = no result given; & = joins results of further samples.

SMILES	procasp3 activ	PP5 primary	Efflux pump inh	procasp7 counter	TPT1 inh	HCV core dimer	PP1 inh	CTSL1 counter	JMJD2C inh
CC(C)NCC(O)c1cc(O)cc(O)c1 (stereo unspecified)	-2	1.8	-0.1	4	-6	-5	-3	3	-18
CN(CC(=O)Nc1ccccc1Cl)CC(=O)N(C)c1c(N)n(Cc2ccccc2)c(=O)[nH]c1=O	-5	nt	0.5	-6	nt	nt	nt	nt	0
O=C(CSc1nc2ccccc2c(=O)[nH]1)N1CCCCC1	0	2.5	-0.2	7	-4	-13	0	1	-1
CC(OC(=O)CN1C(=O)NC2(CCCC2)C1=O)C(=O)c1ccccc1 (stereo unspecified)	-12	-1.0	0.1	-1	1	-2	0	-8	10
CN(C)c1ccc(NC(=O)c2ccc([N+](=O)[O-])cc2Cl)cc1	-1	1.1	0.2	-5	1	-5	-3	0	-1
CC1=CC(=O)C(C(C)C)=C/C1=N\OC(=O)c1cccc2nc(C)oc12	-11	0.1	-0.1	-1	0	-13	2	0	8
Cc1ccc(SCC(=O)N2CCc3ccccc32)cc1	1	1.6	0.0	-2	0	-3	-5	6	6
CCO[C@H]1OC(C(=O)N2CCOCC2)=C[C@@H](C2CC2)[C@@H]1CCCO	-4	1.1	0.1	3	3	1	0	-1	0
Cc1ccc(C(=O)c2oc3ccccc3c2NC(=O)c2cc(-c3cc(C)ccc3O)n[nH]2)cc1	-11	-0.7	0.3	-19	3	9	1	-1	14
CCOCCCNC(=O)Cc1ccc(Br)cc1	-2	-0.6	0.2	1	-1	2	0	0	4
O=C(Nc1ccc2oc(-c3ccncc3)nc2c1)c1ccc(F)cc1	-13	-1.2	-0.4	4	0	5	2	4	4
C=C1CC2C3CC[C@@]4(OCOC45COCO5)[C@@]3(C)C(O)CC2[C@@]2(C)CCC(=O)C=C12 (stereo partly specified)	-5	-0.3	0.3	-5	-1	2	-2	2	7
CC(=O)N(C)c1ccc(OCC(O)CN(Cc2ccco2)S(=O)(=O)c2ccc(C)cc2)cc1 (stereo unspecified)	3	3.5	0.0	1	0	-10	4	0	8&-4
CC(C)(C)C1CCC(=NNC(=S)Nc2cccnc2)CC1 (stereo unspecified)	3	1.1	0.0	-7	-2	10	0	19*	3
COc1ccnc(Oc2ccccc2)c1C(N)=O	-5	-0.8	0.0	2	1	-2	-2	-2	12
Cc1cc2n(n1)C(c1ccc(O)cc1)Nc1ccccc1-2 (stereo unspecified)	11	3.5	-0.3	2	-1	-3	-5	-1	15
O=C(Nc1ccccc1N1CCCC1)C1CCN(S(=O)(=O)c2cccc(C(F)(F)F)c2)CC1	1	0.8	-0.1	2	4	5	-1	3	-5
Cc1c(N)cccc1-c1nc2ccccc2[nH]1	-6	0.4	0.0	5	2	-1	-1	-4	4
COc1ccc(-c2nc(SCC(=O)Nc3nccs3)c(-c3ccc(Cl)cc3)[nH]2)cc1	13	2.5	0.1	-4	3	-4	3	4	i
Cc1cc([N+](=O)[O-])nn1CC(=O)NC1CCCCC1	-5	3.0	0.1	24	-7	-1	0	3	3
Cc1ccc(Cn2ccsc2=NC(=O)COC(=O)c2ccc(O)cc2O)cc1	-9	2.1	0.1	-4	-4	7	1	-2	9
O=C(O)Cn1nnc2ccccc21	14	0.6	0.0	12	1	-6	-4	-4	3
Cc1cccc(C)c1N=Nc1c(C)cc(O)cc1C	4	5.5	0.0	-9	0	-4	-2	2	6
CCc1noc(C)c1C(=O)NNC(=O)c1ccc(N(CC)CC)cc1	-4	-2.5	-0.2	-7	nt	nt	-5	nt	5
CCCCCOC(=O)NCCOC(=O)Nc1ccc(C(=O)OCC)cc1	-5	5.2	0.0	1	-2	-1	2	3	8
COc1cc(-c2cc(C(=O)NCc3ccco3)c3ccccc3n2)cc(OC)c1OC	2	1.1	0.6	-3	0	3	1	4	-9
Cn1c(=O)c2c(nc(CN3CCN(Cc4ccccc4)CC3)n2Cc2cccc(Cl)c2)n(C)c1=O	-2	-5.4	-0.1	-2	-3	18	8	5	-10
CCCC(C(=O)NCCC(C)C)N(Cc1ccc(F)cc1)C(=O)c1snc(C(N)=O)c1N (stereo unspecified)	4	2.7	0.2	-4	1	6	-2	-4	-6
CN(CCOc1ccccc1)CC(O)COc1ccccc1 (stereo unspecified)	4	-1.8	-0.1	0	3	-4	-3	-1	-18
CC1=C(O)C(=O)OC1c1c(Cl)cccc1Cl (stereo unspecified)	-2	-1.1	0.0	5	-3	1	-3	-2	8
Cc1cccc(NC(=O)CSc2nnc(NC(=O)CN3CCOCC3)s2)c1	3	4.1	-0.2	-8	-4	-11	1	1	1
O=C(OCC(=O)N1CCc2ccccc21)c1cccnc1	3	3.0	0.3	12	1	4	-7	0	0
CC1(C)OCC(COC(=O)Nc2cccnc2)([N+](=O)[O-])CO1	0	1.3	-0.2	-2	1	-7	-3	4	-12
CCSc1nc(=S)n(Cc2ccccc2)c(C)c1C(C)=O	-4	4.3	0.0	6	2	-5	0	0	-1
CCNC(=O)N1C(=O)C2(OCCO2)c2ccccc21	1	-0.5	-0.1	8	-3	-5	-3	-1	7
O=C(CSc1nnc(C2CCCCC2)n1Cc1ccccc1)NCc1ccco1	-5	1.1	0.1	-10	4	17	0	6	-1
COc1cccc(NC(=O)[C@H](NC(=O)[C@@H]2Cc3ccccc3CN2)c2ccccc2)c1	10	3.1	0.2	-5	-1	13	4	-2	-26
CC(=O)N1CC(=O)N=C1SCC(=O)Nc1nc(-c2ccccc2)c(-c2ccccc2)s1	-4	3.9	-0.3	12	-5	-52	4	3	-6
Cc1ccc(NC(=O)C2CCCNC2=O)nc1 (stereo unspecified)	-5	-6.3	-0.2	-7	-9	1	0	3	4
CCOc1ccc(C(=O)C(C)OC(=O)CN2C(=O)NC(C)(C)C2=O)cc1 (stereo unspecified)	8	0.3	0.1	12	-2	2	2	-10	-2
CC(C)CCCN1C(Nc2ccccc2)=NC[C@@H]1C	2	1.0	-0.1	4	0	4	-6	1	-1
CC(C)c1ccc(NC(=O)c2cnn(-c3ccccc3)c2NC(=O)c2ccco2)cc1	0	5.1	0.2	1	2	11	3	0	20
Nc1[nH]c(=O)nc(Nc2ccccc2)c1N=O	6	-1.1	0.0	3	-1	-9	0	2	8
Cn1ncc(Cl)c1C(=O)N1CCC(Cc2ccccc2)CC1	-4	3.0	-0.1	2	-4	2	-2	0	0
COc1ccc(NC2=CC(c3cccc(OC)c3)N(c3ccc(OC)cc3)C2=O)cc1 (stereo unspecified)	3	0.2	0.5	-8	9	11	5	0	10
CCC(=O)Nc1cccc(C(=O)/C=C/c2ccc(F)cc2)c1	6	2.9	0.0	3	2	1	-2	1	0
COc1cc(OC)cc(C(=O)Nc2ccccc2S(=O)(=O)N2CCCC2OC(C)=O)c1 (stereo unspecified)	-14	-0.8	-0.1	-3	-2	3	-3	-2	1
Cc1occc1C(=O)Nc1ccc([N+](=O)[O-])cc1Br	-5	-1.8	0.1	-4	-4	1	-2	3	-6

One compound at a time (already shown). Order of values: procasp3 activ	PP5 primary	Efflux pump inh	procasp7 counter	TPT1 inh	HCV core dimer	PP1 inh	CTSL1 counter	JMJD2C inh
Entry for Nc1[nH]c(=O)nc(Nc2ccccc2)c1N=O = 6	-1.1	0.0	3	-1	-9	0	2	8
Entry for Cn1ncc(Cl)c1C(=O)N1CCC(Cc2ccccc2)CC1 = -4	3.0	-0.1	2	-4	2	-2	0	0
Entry for Cc1occc1C(=O)Nc1ccc([N+](=O)[O-])cc1Br = -5	-1.8	0.1	-4	-4	1	-2	3	-6

The listing continues:
SMILES	procasp3 activ	PP5 primary	Efflux pump inh	procasp7 counter	TPT1 inh	HCV core dimer	PP1 inh	CTSL1 counter	JMJD2C inh
CCN1c2ccc(S(=O)(=O)N3CCOCC3)cc2N(Cc2ccc(OC)cc2)C1C (stereo unspecified)	1	-0.3	-0.2	4	32*	-1	0	2	0
O=C(COC(=O)Cc1c[nH]c2ccccc12)Nc1cccc2ccccc12	1	-0.2	0.0	7	0	-4	6	-7	4
CCC1Oc2ccccc2N(CC(=O)NC2CC2)C1=O (stereo unspecified)	6	3.6	0.1	-6	-4	-12	3	-1	5
O=C(NCN1CCN(CCO)CC1)c1cnccn1	5	1.8	0.1	6	0	-8	-3	-2	-26
COc1ccc(NC(=O)c2cc3n(n2)C(C(F)(F)F)CC(c2ccc4c(c2)OCO4)N3)cc1OC (stereo unspecified)	-1	6.8	0.1	6	1	2	-3	1	nt
CCCC(=O)Nc1nc(C)c(-c2csc(Nc3ccccc3C)n2)s1	-10	1.6	-0.1	-13	3	-8	0	-1	-15
O=C(Nc1nnc(CCN2CCOCC2)s1)C1CCCCC1	11	-0.1	0.1	6	-4	-10	1	-6	36
COc1ccc(C(C)=O)cc1CSc1ccc(S(=O)(=O)N2CCCCC2)cn1	3	2.0	0.0	4	nt	nt	10	nt	8
Cc1ccc(-c2nc(N=Nc3ccc(O)cc3)n[nH]2)cc1	-2	3.3	0.2	-12	0	-20	4	4	-1
CC1CC(C)CN(C(=O)CSc2nnc(-c3ccc(Cl)cc3)o2)C1 (stereo unspecified)	10	-1.9	0.0	-10	0	1	-4	4	-5
COc1cccc(Nc2nc3ccccc3n3cnnc23)c1	2	1.5	0.0	9	-1	2	-2	1	-2
Cc1cc(C)c(S(=O)(=O)NCc2cccs2)cc1C	9	3.6	0.1	-7	-1	-2	6	-10	12
C/C(=N\O)c1ccc(Cl)cc1Cl	-2	-2.6	0.0	3	1	2	-8	1	13
COc1ccc(Cc2nnc(NC(=O)Nc3ccc(C)cc3)s2)cc1OC	0	-1.7	-0.1	-2	-5	5	1	1	-16
COc1ccc(C(=O)Nc2ccccc2C(=O)N/N=C/c2ccc(O)c(OC)c2)cc1	-4	1.8	0.0	-5	-3	-1	-2	1	0
O=C(NCC1CCCO1)c1ccc(/C=N/O)nc1 (stereo unspecified)	-4	0.1	-0.1	7	-5	1	-4	-5	7
Cc1nn(C)c(C)c1C1C(C#N)=C(N)Oc2n[nH]c(C)c21 (stereo unspecified)	-7	0.4	0.0	7	-2	4	0	1	2
CC(C)CN(C(=O)COC(=O)c1ccc(C#N)cc1)C1CCS(=O)(=O)C1 (stereo unspecified)	5	2.0	-0.1	-4	nt	nt	-2	nt	2
CCOC(=O)/C(=N\Nc1ccc(Cl)cc1)c1csc(Nc2ccccc2)n1	-12	3.6	-0.1	-18	11	11	2	1	36
O=C(Nc1ccc(S(=O)(=O)N2CCOCC2)cc1)c1cc(S(=O)(=O)N2CCOCC2)ccc1Cl	2	1.8	-0.8	6	-2	8	2	-1	-2
Cc1cc(Oc2ccc(N)cn2)cc(C)c1Cl	-11	0.1	0.1	-19	10	4	-2	-4	-5
